# All columns: NCI-60 one-dose screen, growth in % after 48 h at 10 µM unless noted; 100 = growth as untreated, 0 = no growth, -100 = all killed.
# HT29 – HT29 colon cancer | actives 7.4% (n = 81,000) | AID 1794748
# OVCAR-4 – OVCAR-4 ovarian cancer cells | actives 3.7% (n = 80,000) | AID 1794784
# IGROV1 – IGROV1 ovarian cancer. actives 4.7% (n = 79,000)
# SK-OV-3 – SK-OV-3 ovarian cancer cells; actives 3.2% (n = 80,000); AID 1794785
# SW-620 – SW-620 colon cancer; actives 5.2% (n = 82,000)
# KM12 – KM12 colon cancer cells. AID 1794800. actives 5% (n = 82,000)
# HCT-15 – HCT-15 colon cancer | actives 5.2% (n = 82,000) | AID 1794746
# COLO 205 – COLO 205 colon cancer; actives 7.3% (n = 79,000)
# HCT-116 – HCT-116 colon cancer | actives 7.3% (n = 82,000) | AID 1794798
# * = called active by the depositor; / = not tested or not shown; & = joins results of further samples; [ ] = another dose, or the depositor's remark. How the source made its calls: active means growth percent below 10; inactive means the rest.
SMILES,HT29,OVCAR-4,IGROV1,SK-OV-3,SW-620,KM12,HCT-15,COLO 205,HCT-116
COc1ccc(-n2c(SCC(=O)NNC(=S)NC(=O)c3ccccc3)nc3cc(OC)c(OC)cc3c2=O)cc1,105,87,83,107,93,86,40,104,65
COc1cc(Cn2nc(-c3ccccc3)c3c2CCc2cnoc2-3)cc(OC)c1OC,99,86,98,105,101,96,83,/,70
Cc1ccc([N+](=O)[O-])cc1O,106&100,106&105,94,108&104,109&101,109&98,103&101,110&105,104&97
CCCCNc1cc(Cl)nc(N)n1,105,99,/,102,96,98,100,127,97
COc1ccc(C(=O)c2c(N)c(C#N)cn2-c2cccc(OC)c2)cc1,7.9*,63,32,/,9.1*,24,20,25,17
O=c1cc(C2NNC(=S)N2)c2c(ccc3ccccc32)o1 (stereo not given),115,100,86,95,94,104,109,117,98
Cc1[nH]c(-c2cccc(O)c2)c2c1C(=O)CCCC2,104,64,81,72,84,80,74,95,79
Cc1cc(C)c2c(Cn3cc(Cn4cnc5c4c(=O)n(C)c(=O)n5C)nn3)cc(=O)oc2c1,98,102,93,/,99,98,109,99,102
COC(=O)Cc1cc(O)cc2oc(-c3ccc(OC)cc3)cc(=O)c12,102,98,107,105,111,99,92,117,102
O=C(N=Nc1c(O)[nH]c2ccccc12)C(=O)N=Nc1c(O)[nH]c2ccccc12,95,97,95,107,105,104,106,106,105
CCCc1ccnc(NS(=O)(=O)c2ccc(N)cc2)n1,73,55,96,96,99,75,105,38,66
O=C1Nc2ccccc2/C1=C/c1cccn1CCCCn1c2ccccc2c(=O)c2ccccc21,89,66,77,95,99,13,32,70,74
CC(C)C[C@H]1C=C[C@H](CC(C)C)N(Cc2ccccc2)S(=O)(=O)N1Cc1ccccc1,44[7.5 µM],64[7.5 µM],83[7.5 µM],82[7.5 µM],86[7.5 µM],88[7.5 µM],68[7.5 µM],92[7.5 µM],56[7.5 µM]
Clc1ccc(/C=C/c2cc(N3CCOCC3)c3cc(Cl)c(Cl)cc3n2)cc1,93,101,94,105,111,63,97,98,98
COc1ccc(S(=O)(=O)NCCNc2nccc(-c3c(-c4ccc(F)cc4)nc4sccn34)n2)cc1OC,41,78,55,90,71,67,53,58,54
COc1ccc2c(c1)CCNC21C(=O)Nc2ccc(Cl)cc21 (stereo not given),109,105,90,95,97,98,99,120,99
N#Cc1cnn(C(=O)c2ccccc2Br)c1NC(=O)c1ccccc1Br,94,95,106,94,/,100,102,108,96
CC1=C(C(=O)N(Cc2ccccc2)Cc2ccccc2)C(c2ccc(Cl)cc2)NC(=O)N1 (stereo not given),70,79,109,114,91,87,88,98,68
O=C(Nc1ccccc1)c1cccnc1,34,95,88,68,59,64,31,47,49
CN(C)CCN(Cc1ccccc1)c1ccccc1,98,/,124,110,102,113,105,118,113
COC(=O)c1ccc([N+](=O)[O-])o1,110,109,103,112,105,104,111,109,101
O=C(Cn1cc(CO)nn1)Nc1nc2ccccc2s1,99,108,98,104,106,107,105,111,97
Cc1ccc(-c2nc(C#N)c(N3CCN(S(=O)(=O)c4ccccc4)CC3)o2)cc1,93,96,98,121,103,99,95,110,99
Cc1cc(C)n(-c2nc(-c3no[n+]([O-])c3C)cs2)n1,98,96,99,/,110,104,102,105,103
O=c1c(/C=C/c2ccco2)nnc(SCCN2CCOCC2)n1/N=C/c1ccc([N+](=O)[O-])cc1,106,97,83,95,104,92,99,112,95
CC(=O)Oc1ccc(N2C(=O)C(Cl)=C(Nc3cccc(C(F)(F)F)c3)C2=O)cc1,104,110,97,88,99,96,84,93,91
NNc1ccc(S(N)(=O)=O)cc1,/,110,110,104,97,105,110,105,91
O=C(CCCC#Cc1cccc2nc(C3CC3)n(-c3ccccc3)c(=O)c12)NO,96,65,74,90,78,84,24,105,70
COc1ccc(NC(=O)Nc2ccc(OCc3ccc(Cl)cc3)cc2)cc1,106,90,103,112,91,107,101,110,106
Oc1ccccc1/C=N/N=C1c2ccccc2-c2ccccc21,99,95,69,98,92,88,88,84,92
Cc1cc(N=Nc2ccc(N=Nc3ccc(S(=O)(=O)O)cc3)cc2)cc(C(=O)O)c1O,/,114,109,100,102,104,99,104,108
COc1ccccc1NC(=S)Nc1ccc(-c2nc3ccccc3o2)cc1,92,97,108,/,105,107,102,/,94
Cc1cccc(-c2nc(Nc3ccccc3C(=O)O)c3ccccc3n2)c1,40,42,59,77,35,30,14,121,23
Nc1nc2nnc(-c3ccccc3)c(-c3ccccc3)n2n1,97,101,127,102,98,132,95,101,102
COc1ccc(Cn2cc(Cn3cc(C=C4C(=O)NC(=O)NC4=O)c4ccccc43)nn2)cc1,117,82,94,75,86,93,86,108,80
COC(=O)[C@H](Cc1ccc(O)cc1)NC[C@@H](O)CN1C(=O)/C(=C\c2cc(OC)c(OC)c(OC)c2)c2ccccc21,109,95,107,100,104,95,97,108,106
CC(=O)c1c(Nc2cccc(F)c2)[nH]c2c(Cl)cc(Cl)c(Cl)c2c1=O,4.9*,13,18,1.2*,9.6*,4.2*,8.2*,-63*,5.1*
COc1ccc(SC2c3cc(OC)c(OC)cc3Oc3nc(N)c(C#N)c(N)c32)cc1 (stereo not given),-25*,-97*,-77*,-81*,-64*,-79*,-62*,-79*,-89*
CN(C)C(=O)C1=NC(Cc2ccccc2)C(=O)N(c2ccccc2)N1 (stereo not given),103,102,100,111,107,103,102,116,98
NCCCCC(N)C(=O)NNc1n[nH]c(=S)n1N (stereo not given),108,112,104,104,102,108,105,118,104
Nc1ncnc2c1N=C(c1ccc(Br)cc1)CC(c1cccc(Nc3ccnc4cc(C(F)(F)F)ccc34)c1)N2 (stereo not given),26,77,66,46,64,60,27,55,33
O=C(NC(=S)Nc1ccc(NC(=S)NC(=O)c2ccccc2)cc1)c1ccccc1,106,111,/,133,107,104,116,/,117
O=C1NC(=O)C(CCCCCl)N1 (stereo not given),85,108,95,95,109,101,100,108,98
Brc1ccc2c(c1)CN(C1CCCCC1)CO2,103,/,107,92,100,100,104,116,108
S=c1[nH]nc(Nc2ccccc2Cl)s1,108,93,118,115,119,111,100,121,99
O=C(COc1ccc(Cl)cc1)N1CCN(Cc2ccc3c(c2)OCO3)CC1,112,95,106,93,97,102,97,96,102
COc1ccc(C/C(C)=C(/c2ccc(OCCN3CCCC3)cc2)c2ccc(OC(=O)NCc3ccccc3)cc2)cc1,19,82,101,104,95,91,61,77,40
O=[N+]([O-])c1cccc(CO/N=C\c2cc(Cl)ccc2O)c1,104,110,108,114,103,97,87,108,99
Cc1ccnc(NS(=O)(=O)c2ccc(NC(=O)CSc3nc4ccccc4c(=O)n3-c3ccc(Cl)cc3)cc2)n1,103,102,107,102,100,103,100,99,98
OCC(O)C(O)C(O)C(O)C(c1ccccc1)c1ccccc1 (stereo not given),96,105,124,90,103,101,102,109,99

# (further entries)
SMILES,HT29,OVCAR-4,IGROV1,SK-OV-3,SW-620,KM12,HCT-15,COLO 205,HCT-116
CS(=O)(=O)c1ccc(-c2nc3cc(Cl)ccc3n2CC(=O)N/N=C/c2ccc(Cl)cc2)cc1,36,60,56,66,75,41,73,/,42
O=C1c2ccccc2N2C(=O)CN(S(=O)(=O)c3ccccc3)CC23C=CC1O3 (stereo not given),99,117,99,104,106,103,104,119,100
CCCc1c(C(=O)Nc2ccc3c(c2)C(=O)OC3)nnn1-c1ccccc1,81,106,97,102,88,68,43,72,44
O=C1Oc2ccccc2C(=O)/C1=C/N1C(=O)N/C(=C\c2ccccc2Br)C1=O,95,106,101,96,99,98,106,103,99
CC1=C(/C=C/C(C)=C/C=C/C(C)=C/C=C/C=C(C)/C=C/C=C(C)/C=C/C2=C(C)CCCC2(C)C)C(C)(C)CCC1,100,102,99,/,100,107,106,100,95
COc1cc2c(cc1OCCCN1CCN(CCCn3c4ccccc4c4ccccc43)CC1)N=C[C@@H]1CCCN1C2=O,-17*,-39*,-65*,-81*,-83*,-65*,-45*,-99*,-28*
CCCCC[n+]1ccc(SCC(=O)N(C)c2cccc3ccccc23)c2ccccc21,100,110,105,109,103,108,102,75,92
OC(c1ccc(Cl)cc1)c1cccnc1 (stereo not given),99,98,107,100,112,100,107,110,109
CC(=O)[C@H]1[C@H](C)C[C@H]2[C@@H]3CCC4=CC(=O)CC[C@]4(C)[C@@]3(F)[C@@H](O)C[C@@]21C,98,99,71,75,105,100,104,111,101
Clc1ccc(C2Oc3ccccc3C3CC(c4cccs4)=NN32)c(Cl)c1 (stereo not given),105,94,76,92,97,93,88,107,87
CCOC(=O)C1C(C)=CC(=O)CC1C(C)C (stereo not given),112,/,114,116,101,108,107,128,103
COc1ccc(-c2cn[nH]c2-c2cc(OC)c(OC)c(OC)c2)cc1,3.2*,45,29,10,20,4.4*,11,-68*,0.3*
CC(CO)CC1CCC(C(C)(C)C)CC1 (stereo not given),103,105,99,104,104,102,100,109,95
O=C(Cc1ccccc1)c1ccc(N2CCOCC2)cc1,111,106,123,112,101,104,107,112,99
CNC(=O)N/N=C/c1ccc([N+](=O)[O-])o1,102,108,98,109,105,92,107,109,95
OCCSc1c(Cl)c(Cl)c(SCCO)c(Cl)c1Cl,104,93,/,138,111,102,101,134,100
O=C1C=CC(=O)N1CCc1ccccc1,105&107,107&111,104&110,113&114,102&98,104&103,104&97,106&121,96&107
C[C@@H]1CC[C@@H]2[C@@H]1[C@H](OC(=O)/C=C/c1ccccc1)[C@]1(c3ccccc3)C[C@@H](OC(=O)CO)[C@@]2(C)O1,92,103,94,96,97,96,98,107,90
O=C1c2ccccc2C(=O)N1CCCN1c2ccncc2Sc2ccncc21,123,143,/,99,100,103,107,101,100
OCC[C@H]1C[C@H]1c1ccoc1,102,104,/,98,102,109,102,106,102
Cc1ccc2[nH]c(=O)cc(N/N=C/c3ccc(Cl)cc3)c2c1,97,101,122,94,105,110,91,109,89
Clc1cc(Cl)c2c(c1)C=C1CCCCC3=Cc4cc(Cl)cc(Cl)c4OC13O2,83,97,110,113,91,97,92,118,78
COc1cc(OC)cc(-n2cc(-c3ccc(Cl)c(Cl)c3)n(C(C)=O)c2=O)c1,87,73,104,77,95,101,107,92,95
Cc1ccc(-c2cc(C=C3C(=O)NC(=S)NC3=O)nn2-c2ccccc2)cc1,105,97,94,104,103,104,92,105,98
CC(O)(CCO)CCO,106,111,107,94,108,101,99,97,102
COc1ccc(C2=NNC(c3ccc(Oc4ccc(Br)cc4)cc3)C2)cc1OC (stereo not given),101,87,99,104,102,105,99,127,98
OC(Cc1ccccc1)c1ccccc1 (stereo not given),113&103,111&97,120&87,133&103,102&109,103&106,101&102,162&111,111&102
Nc1ncc(-c2ccc(C(F)(F)F)cc2)s1,92,92,89,96,97,91,90,115,95
CCc1ccc(CCN2C(=O)c3ccccc3C2=O)nc1,109,101,/,98,107,103,113,118,109
NC(N)=N/N=C(/C[n+]1ccccc1)c1ccc([N+](=O)[O-])cc1,95,108,107,108,101,105,114,109,102
NC(=O)NC(=O)NC(N)=O,97,100,98,119,101,107,101,119,94
CCCCCCOC(=O)c1ccccc1Cl,110,102,110,109,113,102,106,112,101
CCOC(=O)CCN(CCC(=O)OCC)C(C)C,/,108,104,98,119,103,99,106,107
O=c1[nH]n(-c2ccccc2)c2ccccc12,106,115,106,112,102,104,104,116,105
CCCOC(=O)NCCOS(=O)(=O)c1ccccc1,100,/,94,104,108,113,100,103,96
CCCCN(CCCC)CC(O)c1cc2c(Cl)cc(Cl)cc2c2cc(C(F)(F)F)ccc12 (stereo not given),66,109,95,98,55,75,67,78,77
CCCc1cc2c(cc1CN(Cc1cc3c(cc1CCC)OCO3)C(=N)OCC)OCO2,52,78,63,93,81,93,95,94,41
N#Cc1ccc(C(=O)C[n+]2cn(CCC(=O)Nc3cccc4cccnc34)c3ccccc32)cc1,108,99,95,101,105,108,106,100,90
CC1=NN(c2cccc(Cl)c2)C(=O)/C1=C\c1cn(-c2nc(N3CCOCC3)nc(N3CCOCC3)n2)c2ccccc12,95,105,106,109,110,107,107,/,95
CCc1c2cc(C(F)(F)F)ccc2n2cc(Cc3ccccc3)[nH]c(=O)c12,110,101,82,103,94,93,99,100,97
CCCCN(CCCC)CCCCCCCCCO,128,101,103,113,97,116,104,101,102

# By substructure, the compounds so far containing an NH in an aromatic ring (nine)
SMILES,HT29,OVCAR-4,IGROV1,SK-OV-3,SW-620,KM12,HCT-15,COLO 205,HCT-116
Cc1[nH]c(-c2cccc(O)c2)c2c1C(=O)CCCC2,104,64,81,72,84,80,74,95,79
O=C(N=Nc1c(O)[nH]c2ccccc12)C(=O)N=Nc1c(O)[nH]c2ccccc12,95,97,95,107,105,104,106,106,105
CC(=O)c1c(Nc2cccc(F)c2)[nH]c2c(Cl)cc(Cl)c(Cl)c2c1=O,4.9*,13,18,1.2*,9.6*,4.2*,8.2*,-63*,5.1*
NCCCCC(N)C(=O)NNc1n[nH]c(=S)n1N (stereo not given),108,112,104,104,102,108,105,118,104
S=c1[nH]nc(Nc2ccccc2Cl)s1,108,93,118,115,119,111,100,121,99
COc1ccc(-c2cn[nH]c2-c2cc(OC)c(OC)c(OC)c2)cc1,3.2*,45,29,10,20,4.4*,11,-68*,0.3*
Cc1ccc2[nH]c(=O)cc(N/N=C/c3ccc(Cl)cc3)c2c1,97,101,122,94,105,110,91,109,89
O=c1[nH]n(-c2ccccc2)c2ccccc12,106,115,106,112,102,104,104,116,105
CCc1c2cc(C(F)(F)F)ccc2n2cc(Cc3ccccc3)[nH]c(=O)c12,110,101,82,103,94,93,99,100,97

# Assay outcomes from PubChem BioAssay.
